High-throughput results (PubChem BioAssay)
EPAC2 agonist: agonists of human EPAC2 (RAPGEF4). EPAC2 activation, biochemical qHTS; response scale: 100% = 6.5 mM cAMP response. Potency, µM (top dose mostly 154 µM), for inactives: at the top dose activation, hits mostly activators. 360,000 tested, 0.079% active. AID 720711; further: potency means the concentration at half of the fitted maximal effect; nearly all actives have a fitted effect of over 50% in size
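EPAC2 (100 nM) mixed with Rap1B loaded with BODIPY-GDP (250 nM) plus 50 uM unlabeled GDP; compounds pinned in, 5 min RT, then read every 5 min for 30 min (ex 480, em 540 nm). Normalized to cAMP control.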
CCT chaperon mod: changes cytosolic chaperonin activity. purified chaperonin ATPase assay, HTRF ADP detection, 30 min. activity change, % (no concentration beside the values), hits read low. 360,000 tested, 0.3% active; in the data active means activity change below about -30%; further: on the % scale 0 is the no-effect control and ±100 the full control effect
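TRiC (40 or 20 nM final, by batch activity) in 30 mM Tris pH 7.4, 100 mM KCl, 5 mM MgCl2, 1 mM DTT was treated with compound at 76 uM single dose, then 10 uM ATP, 30 min at 37 °C. ADP was read by HTRF Transcreener.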
PLK1 PBD inh: inhibitors of human PLK1 polo-box domain binding | 360,000 tested, 2.8% active | AID 720504 | P53350 | Potency, µM, for inactives: max response, negative = inhibition, usual class: inhibitors | Plk1 PBD binding of FITC phosphopeptide, fluorescence polarization; further: potency means the concentration at half of the fitted maximal effect; series mostly up to about 57 µM; on the % scale 0 is the no-effect control and ±100 the full control effect; nearly all actives have a fitted effect of over 65% in size
Target sequence (P53350 whole entry, looked up, the tested form may be a part): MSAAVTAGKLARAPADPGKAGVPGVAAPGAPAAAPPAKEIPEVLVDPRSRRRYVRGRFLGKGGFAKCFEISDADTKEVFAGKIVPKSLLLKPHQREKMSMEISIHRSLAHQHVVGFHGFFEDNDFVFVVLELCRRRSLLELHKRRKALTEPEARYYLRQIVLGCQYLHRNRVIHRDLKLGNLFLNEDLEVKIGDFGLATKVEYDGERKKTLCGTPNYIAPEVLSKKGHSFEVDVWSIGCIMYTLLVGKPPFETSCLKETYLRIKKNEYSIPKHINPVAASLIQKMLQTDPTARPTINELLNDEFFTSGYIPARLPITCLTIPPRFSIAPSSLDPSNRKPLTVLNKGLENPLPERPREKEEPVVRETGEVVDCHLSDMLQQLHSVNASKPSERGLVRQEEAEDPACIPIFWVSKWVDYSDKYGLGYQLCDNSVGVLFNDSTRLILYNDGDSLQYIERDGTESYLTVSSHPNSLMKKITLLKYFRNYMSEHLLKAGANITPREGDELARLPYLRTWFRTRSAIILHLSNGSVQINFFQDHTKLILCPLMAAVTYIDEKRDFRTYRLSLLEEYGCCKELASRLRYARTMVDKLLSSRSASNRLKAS
EPAC1 ag: agonists of human EPAC1 | O95398 | Potency, µM (titrated, usually from 154 µM), without a hit: at the top dose activation, usual class: activators | 360,000 tested, 0.073% active | EPAC1 agonist qHTS, biochemical assay; response scale: 100% = response to 6.5 mM cAMP | AID 720707; further: potency means the concentration at half of the fitted maximal effect; nearly all actives have a fitted effect of over 60% in size
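Compounds were pinned as a concentration titration into mixtures of EPAC1 (100 nM), BODIPY-GDP-loaded Rap1B (250 nM) and GDP (50 uM). After 5 min at room temperature, fluorescence was followed for 30 min; activity was scaled to 6.5 mM cAMP.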
EPAC1 antag: antagonists of human EPAC1. AID 720709. 360,000 tested, 0.14% active. O95398. EPAC1 GEF assay, Rap1b-BODIPY-GDP exchange fluorescence. Potency, µM (series often up to 115 µM), for the others: top-dose activity change, negative = inhibition, hits mostly inhibitors;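 further: potency means the concentration at half of the fitted maximal effect; plate controls were vehicle for no effect and positive control for full effect; nearly all actives have a fitted effect of over 50% in size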
PI5P4K alpha inh: inhibitors of human PI5P4K alpha | AID 652105 | max response, % | P48426 | 330,000 tested, 1.2% active | PI5P4Kalpha enzyme, ADP-Glo luminescence, 60 min; stronger effect = lower value; active means max response of -50% or lower; inconclusive means between -30% and -50%; inactive means -30% or higher; further: value at the top dose of about 77 µM; on the % scale 0 is the no-effect control and ±100 the full control effect
Target sequence (P48426 whole entry, looked up): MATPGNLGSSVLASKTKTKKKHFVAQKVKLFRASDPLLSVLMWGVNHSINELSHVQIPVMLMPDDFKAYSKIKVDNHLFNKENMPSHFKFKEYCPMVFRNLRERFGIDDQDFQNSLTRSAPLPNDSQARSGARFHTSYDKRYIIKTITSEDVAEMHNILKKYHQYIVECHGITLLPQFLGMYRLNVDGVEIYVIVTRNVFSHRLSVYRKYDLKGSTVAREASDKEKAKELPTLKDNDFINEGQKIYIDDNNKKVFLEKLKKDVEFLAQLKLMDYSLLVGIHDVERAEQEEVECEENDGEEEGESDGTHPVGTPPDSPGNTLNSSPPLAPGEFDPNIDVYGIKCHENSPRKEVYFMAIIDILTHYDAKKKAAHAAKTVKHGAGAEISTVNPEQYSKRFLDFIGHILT
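Luminescence from ADP-Glo served as readout of PI5P4Kalpha activity in a qHTS format. Reaction: enzyme, substrate, compound, ATP at 5 microM final, 60 min at RT.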
IL2 activator: IL-2 activation; 360,000 tested, 0.065% active; activation, % (series mostly up to about 46 µM); IL-2 activation reporter assay, cell-based qHTS; stimulated with anti-CD3/CD4/CD28 beads; in transgenic mouse T cells; in the data active means activation above about 50%; inconclusive means mostly about 30% to 49%; further: 0% is about no effect
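Unstimulated transgenic mouse T cells, 750 per well, received compound and, after 60 minutes, anti-CD3/anti-CD4 bead plus anti-CD28 stimulation. EGFP and DsRed were quantified after 18 hours.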
WRN inhibitor: blocks human WRN helicase | Q14191 | WRN helicase unwinding, fluorescent forked duplex, kinetic | Potency, µM (highest dose often 114 µM), inactives show at the top dose activity change, negative = inhibition, hits mostly inhibitors | 360,000 tested, 0.46% active | AID 651768; further: potency means the concentration at half of the fitted maximal effect; on the % scale 0 is the no-effect control and ±100 the full control effect; nearly all actives have a fitted effect of over 55% in size
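Kinetic red-fluorescence monitoring (525/598 nm) tracks WRN helicase activity after 100 nM fluorophore-quencher forked duplex and 2 mM ATP are added to 20 nM enzyme pretreated 15 min at room temperature with compound.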
The depositor's hits bear a star; ? = inconclusive; · = no result given; [ ] = remark or other dose. Unless noted, the call rests on the fitted dose curve; in most records, active means well fitted curve in the direction sought with a large enough effect; inconclusive means small, poorly fitted or top-dose-only effect, or another doubt; inactive means no such curve, though single readings can be large; an effect the other way counts as inactive or inconclusive. The list is partial; the hit share may differ from the screen's.

canonical_smiles	EPAC2 agonist	CCT chaperon mod	PLK1 PBD inh	EPAC1 ag	EPAC1 antag	PI5P4K alpha inh	IL2 activator	WRN inhibitor
O=C1NCCCC1C(=O)Nc1cccc(C(F)(F)F)c1 (stereo not given)	7%	-0.1	0%	3%	-20%	5	-0.5	-3%
Cc1cc(C)c(NC(=O)COC(=O)C23CC4CC(CC(O)(C4)C2)C3)c(Cl)c1	5%	0.4	3%	10%	2%	-4	3.4	-25%
Cc1ccc(N2CC(C(=O)N(C)CC(=O)Nc3ccc(Cl)c(C(F)(F)F)c3)CC2=O)cc1 (stereo not given)	0%	-1.3	-2%	1%	-20%	29	-6.3	-2%
OCC1(CCOc2ccccc2)CCN(Cc2ccncc2)CC1	2%	-0.7	-2%	12%	8%	-1	1.2	-7%
CN1C(=O)N(C)C2C1N(C)S(=O)(=O)N2C (stereo not given)	-1%	-1.5	-1%	9%	0%	7	-0.6	-2%
O=C(NCCc1cccs1)C(c1ccccc1)c1ccccc1	14%	-0.6	-13%	8%	-4%	3	2.0	-1%
CCCNC(=O)N1CCC(C(=O)c2cccc(F)c2)CC1	1%	-0.3	-5%	-8%	8%	-2	0.1	0%[57.1 µM]
O=C(Nc1cccnc1)c1cc(-c2cc(Cl)ccc2O)n[nH]1	6%	-1.7	-5%	5%	-14%	2	0.8	-6%
S=C(NN=C1C2CC3CC(C2)CC1C3)Nc1ccccc1	-1%	-2.1	-22%	1%	12%	-11	1.3	0%
Cn1nc2c3ccccc3n(Cc3ccccc3)c2nc1=S	0%	-1.3	-5%	10%	-20%	-1	-0.7	-4%
COC(=O)C1(Cc2ccc(O)c(CC3OC3(C)C)c2)OC(=O)C(O)=C1c1ccc(O)cc1 (stereo not given)	13%	-0.8	-17%	-8%	-8%	-21	-0.1	-7%
CN(C)CCCNCC(=O)NN(c1ccccc1)c1ccccc1	1%	-1.6	6%	-1%	-3%	5	-4.5	?

Three compounds from above, showing only EPAC2 agonist, PLK1 PBD inh and EPAC1 ag:
mol	EPAC2 agonist	PLK1 PBD inh	EPAC1 ag
CCCNC(=O)N1CCC(C(=O)c2cccc(F)c2)CC1	1%	-5%	-8%
O=C(Nc1cccnc1)c1cc(-c2cc(Cl)ccc2O)n[nH]1	6%	-5%	5%
S=C(NN=C1C2CC3CC(C2)CC1C3)Nc1ccccc1	-1%	-22%	1%

A second format for four compounds above:
Second line of a record: EPAC2 agonist | CCT chaperon mod | PLK1 PBD inh | EPAC1 ag | EPAC1 antag | PI5P4K alpha inh | IL2 activator | WRN inhibitor
S=C(NN=C1C2CC3CC(C2)CC1C3)Nc1ccccc1
→ -1% | -2.1 | -22% | 1% | 12% | -11 | 1.3 | 0%
Cn1nc2c3ccccc3n(Cc3ccccc3)c2nc1=S
→ 0% | -1.3 | -5% | 10% | -20% | -1 | -0.7 | -4%
COC(=O)C1(Cc2ccc(O)c(CC3OC3(C)C)c2)OC(=O)C(O)=C1c1ccc(O)cc1 (stereo not given)
→ 13% | -0.8 | -17% | -8% | -8% | -21 | -0.1 | -7%
CN(C)CCCNCC(=O)NN(c1ccccc1)c1ccccc1
→ 1% | -1.6 | 6% | -1% | -3% | 5 | -4.5 | ?

Carrying on.
canonical_smiles	EPAC2 agonist	CCT chaperon mod	PLK1 PBD inh	EPAC1 ag	EPAC1 antag	PI5P4K alpha inh	IL2 activator	WRN inhibitor
CCOc1ccc(S(=O)(=O)N2CCC(C(=O)N3CCN(C)CC3)CC2)cc1Cl	-2%	1.3	3%	2%	10%	6	-1.7	4%
OCCC1CN(Cc2nc3c(s2)CCCC3)CCN1Cc1ccsc1 (stereo not given)	-3%	1.5	-2%	-5%	3%	1	0.7	4%
COc1cccc(CNC(=O)c2ccc(Cl)c(NC3=NC4CS(=O)(=O)CC4S3)c2)c1 (stereo not given)	-5%	-4.1	-18%	16%	5%	4	-0.9	2%
FC(F)(F)c1ccccc1NC(=S)Nc1cccc(Cl)c1	17%	-5.1	-13%	5%	-27%	1	-0.5	-27%
CC(C)CC(=O)c1c[nH]c(C(=O)NCc2cccs2)c1	0%	-1.0	-9%	-6%	-17%	-12	-1.3	-2%[57.1 µM]
Cc1oc(-c2cc(F)ccc2F)nc1CN1CCN(C)C(=O)[C@@H]1C	6%	-1.1	3%	0%	-3%	5	-1.9	-4%
O=C(Nc1cccc(S(=O)(=O)N2CCOCC2)c1)C1CC(=O)N(c2ccc3c(c2)OCCO3)C1 (stereo not given)	4%	1.5	-4%	5%	-16%	2	24	-5%
C=CCOc1ccccc1CNc1ccc2[nH]c(=O)[nH]c2c1	4%	1.1	-7%	-3%	-20%	-3	-1.0	-15%
CCOc1cccc(NC(=O)c2ccc(S(=O)(=O)N(C)C)cc2)c1	4%	-0.2	2%	-8%	-10%	-2	-1.2	2%
O=C(CNC(=O)c1ccc2c(c1)OCO2)NCCOc1ccc(Cl)cc1	6%	0.4	-7%	11%	-6%	-3	-0.1	-1%
CC12CCC(=O)N1C(C(=O)Nc1nc(-c3ccc(F)c(F)c3)cs1)CS2 (stereo not given)	-1%	0.3	-1%	1%	-1%	-6	-4.3	2%
O=C(CCC(=O)N1CCOc2ccc(Cl)cc21)NCCN1CCOCC1	10%	-0.7	-13%	-1%	-7%	2	0.3	-5%
Cn1c2ccc(F)cc2c2nnc(SCCN3CCOCC3)nc21	0%	-0.9	?	-10%	-9%	-8	-3.1	-10%[57.1 µM]
O=C(O/N=C1/CCCc2occc21)c1ccccc1	2%	-2.5	-3%	4%	0%	0	2.2	-6%
O=C(Cn1cc([N+](=O)[O-])cn1)NCc1cc2ccccc2[nH]1	10%	-3.7	?	6%	-5%	5	0.2	-24%
COc1ccc(F)cc1C(=O)C1CCCN(C(=O)c2ccccc2N(C)C)C1 (stereo not given)	-2%	1.0	1%	-10%	2%	5	-0.4	-3%
O=C(Cc1ccc(S(=O)(=O)N2CCOCC2)s1)NC1CCCCC1	-2%	-2.3	-10%	11%	3%	-51*	-3.7	-29%
N#Cc1cc(O)c(-n2nnc3ccccc32)cc1C#N	-2%	-1.3	3%	-10%	-3%	?	-0.1	3%
CC(C)(C)NC(=O)CN(C(=O)CCC(=O)Nc1nccs1)c1ccccc1F	1%	-0.6	2%	12%	-5%	9	3.8	1%
O=C(O)CCNC(=O)c1ccc(NC(=O)Cc2ccc(Cl)cc2)cc1	-3%	1.6	-4%	0%	19%	-6	1.1	4%
O=C(c1cn(CC2CCCCC2)nn1)N1CCN(c2ccc(F)cc2)CC1	11%	-0.3	-2%	-16%	-6%	-4	-3.2	7%
CSc1ccc(/C=C/C(=O)NC23CC4CC(CC(C4)C2)C3)cc1	9%	-3.4	-2%	5%	-26%	3	-2.0	-4%
Clc1ccc(-c2c[nH]c3ccccc23)nn1	9%	-2.1	-12%	12%	-3%	-2	-0.7	-1%
CCOC(=O)c1sc(NC(=O)c2ccc(S(=O)(=O)N3CCOCC3)cc2)cc1C	6%	-3.3	3%	11%	-22%	-4	-0.3	-22%
Cc1cccc(OCc2nnc(SCC(=O)c3cccs3)n2C)c1C	-2%	-1.9	-10%	7%	-2%	·	-2.2	4%
CC(=O)c1ccc(C(=O)N2CCC(n3nccc3NC(=O)C3CC3)CC2)cc1	-2%	0.6	3%	8%	-3%	2	3.4	-16%
CCN1CCCC1CNC(=O)Cn1nc(C)n2nc(-c3ccccc3)cc2c1=O (stereo not given)	4%	-3.2	-12%	8%	-18%	1	0.3	14%
O=C1CC2C(CC(OC(=O)c3ccc(-c4ccccc4)cc3)C2CO)O1 (stereo not given)	-20%	-0.4	1%	7%	0%	9	-0.1	-5%
CN(CC(=O)Nc1cc(S(=O)(=O)N2CCCCCC2)ccc1Cl)Cc1ccc2c(c1)OCO2	12%	-2.6	-10%	12%	-18%	-6	-1.0	-8%
O=C(O)C[C@H]1c2cc(F)ccc2S(=O)(=O)N1Cc1ccccc1	-2%	0.1	-19%	-24%	3%	-10	1.3	2%
CCC(=O)Nc1ccc(N/C(N)=N/c2nc(C)cc(C)n2)cc1	7%	1.6	5%	7%	-25%	1	0.8	24%
CCc1ccc(OCC(=O)NC(NC(=S)Nc2ccccc2C)C(Cl)(Cl)Cl)cc1 (stereo not given)	1%	-0.6	-1%	-17%	-10%	22	-2.0	4%
CCN(CC)c1ccc(N2C(=O)c3ccccc3C2=O)cc1	-4%	5.2	-3%	3%	-8%	-5	-2.6	5%
CCOC(=O)C1(Cc2ccc(OC)cc2)CCN(C(=O)CCn2ccc(C)n2)CC1	9%	-0.2	0%	4%	11%	-2	-3.6	-24%[57.1 µM]
Cc1ccc(NC(=O)CSc2nc(N)cc(=O)[nH]2)cc1Cl	-5%	-0.5	-5%	-11%	-2%	-17	-1.7	2%
CCN(CC)S(=O)(=O)c1ccc(C(=O)Oc2ccc3c(c2)OCO3)cc1	11%	-1.7	-1%	17%	-4%	2	2.1	-11%
CCOC(=O)c1ccc(CC(=O)c2oc3cc(O)ccc3c2C)o1	16%	-1.8	-10%	25%	-6%	·	-1.6	-16%[57.1 µM]
O=C(CN1CCN(CC(=O)Nc2ccccc2Cl)CC1)NCC1(N2CCCCC2)CCCCC1	6%	-3.6	-11%	1%	-4%	-5	0.5	1%
